KCNQ2 inh: KCNQ2 potassium channel inhibitors, primary screen, cell-based, CHO-K1, FluxOR thallium flux, B-score (AID 2156); 20 min; hits give low values; O88943; B-score at 10 µM; 310,000 tested, 1.1% active;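 active = fluorescence ratio B-score at most minus 3 library SDs, with starting brightness B-score within 2 library SDs, cut at about -5.5 in these data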
Target sequence (O88943 whole entry, looked up): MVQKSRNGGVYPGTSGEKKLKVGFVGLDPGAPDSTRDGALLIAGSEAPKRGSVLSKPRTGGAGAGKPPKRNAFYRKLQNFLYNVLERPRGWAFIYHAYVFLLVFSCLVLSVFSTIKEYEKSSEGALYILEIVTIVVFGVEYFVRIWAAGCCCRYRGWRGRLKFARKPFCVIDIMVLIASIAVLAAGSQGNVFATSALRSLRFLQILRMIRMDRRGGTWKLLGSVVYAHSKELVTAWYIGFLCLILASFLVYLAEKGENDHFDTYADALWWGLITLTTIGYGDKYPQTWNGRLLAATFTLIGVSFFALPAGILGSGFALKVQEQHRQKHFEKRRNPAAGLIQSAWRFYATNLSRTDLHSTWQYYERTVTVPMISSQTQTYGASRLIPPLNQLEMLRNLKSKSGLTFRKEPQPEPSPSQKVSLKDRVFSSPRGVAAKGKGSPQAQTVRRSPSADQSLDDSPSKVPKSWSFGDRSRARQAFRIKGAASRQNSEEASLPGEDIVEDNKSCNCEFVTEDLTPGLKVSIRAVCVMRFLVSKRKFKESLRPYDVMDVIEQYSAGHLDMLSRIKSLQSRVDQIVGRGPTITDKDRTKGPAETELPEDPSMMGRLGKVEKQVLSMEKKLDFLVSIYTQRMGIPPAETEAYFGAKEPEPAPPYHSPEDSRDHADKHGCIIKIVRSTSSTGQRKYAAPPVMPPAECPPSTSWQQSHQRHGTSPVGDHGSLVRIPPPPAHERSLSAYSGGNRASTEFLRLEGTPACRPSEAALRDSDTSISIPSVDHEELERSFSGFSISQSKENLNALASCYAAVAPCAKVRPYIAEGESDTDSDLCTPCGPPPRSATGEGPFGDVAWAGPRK
Kir21 inh: inhibitors of mouse Kir2.1 inward-rectifier potassium channel. HEK293-Kir2.1, FluxOR thallium flux fluorescence; hits give low values. B-score at 10 µM. 310,000 tested, 0.85% active;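 active = fluorescence ratio B-score at or below minus 3 SD of library scores, with starting-brightness B-score within 2 SD, cut at about -4.2 in these data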;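 also: channel flux triggered by added potassium and thallium sulfate stimulus; B-score of peak minus minimum fluorescence over baseline after thallium stimulus; more negative B-score means stronger Kir2.1 block with less thallium influx; some compounds called inactive have numbers as strong as hits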
* marks the source's active call; other numbers are inactive results; i = inactive.

Value order – KCNQ2 inh | Kir21 inh
Cc1ccc2c(c1)C(=O)C(=O)N2CCCOc1ccccc1C
 : i | 0.02
Cc1ccc(Sc2ncccc2N)cc1
 : i | -0.04
Cc1ccc(S(=O)(=O)NCCS(=O)(=O)N2CCN(c3ccc(F)cc3)CC2)cc1
 : i | 0.48
Cc1ccc(-n2nnnc2-c2cnoc2-c2cccc(F)c2)cc1
 : i | -2.66
CO/N=C/c1ccc(N2CCN(C(=O)c3cccc(Cl)c3)CC2)c([N+](=O)[O-])c1
 : i | 0.13
O=C(Nc1ccc(S(=O)(=O)NC2=NCCCCC2)cc1)c1ccc(Cl)cc1Cl
 : i | -0.18
Cc1ccc(N(CCC(=O)Nc2nnc(C3CC3)s2)S(=O)(=O)c2ccccc2)cc1
 : i | -0.34
CN1CCc2c(sc(NC(=O)Cc3ccc(F)cc3)c2C(N)=O)C1
 : i | -0.9
COc1ccc(NC(=O)CS(=O)CC(=O)Nc2cccnc2)cc1 (stereo unspecified)
 : i | 1.26
Cc1ccc2cc(NC(=O)c3ccc(C(C)(C)C)cc3)ccc2n1
 : i | 0.16
Fc1ccc(-c2[nH]ncc2CN2CCN(c3ccc(F)cc3)CC2)cc1
 : i | -0.47
CCOc1ccc(OCC)c(S(=O)(=O)NC2CC(C)(C)NC(C)(C)C2)c1
 : i | -1.19
Cc1nc2ccccn2c1C(=O)CSc1cccc(Cl)c1
 : i | 0.34
N#CC1=C(SCC(N)=O)NC(=O)CC1c1ccccc1Cl (stereo unspecified)
 : i | 2.58
CCCNC(=O)c1ccccc1NS(=O)(=O)c1ccc(OC)c(OC)c1
 : i | 2.12
Cc1nn(C(C)C(=O)Nc2ccc3c(c2)OCO3)c(C)c1[N+](=O)[O-] (stereo unspecified)
 : i | 0.08
COc1cc(OC)c2ccc(=O)oc2c1C(CCN1CCN(c2ccccc2)CC1)c1ccc(N(C)C)cc1 (stereo unspecified)
 : i | 1.23
NC(=O)N/N=C/c1ccc(OCc2cccc(Cl)c2)cc1
 : i | 0.53
CN1/C(=C\C(=S)Nc2ccccc2)C(C)(C)c2ccccc21
 : i | -1.89
Cc1ccc(Nc2nc3ccccc3s2)c(C)c1
 : i | -1.02
O=c1c(C(c2ccc(O)cc2)c2c(O)nc3n(c2=O)CCS3)c(O)nc2n1CCS2
 : i | 0.25
C/C(=N/NS(=O)(=O)c1ccc(Cl)cc1)c1ccc2c(c1)OCO2
 : i | -0.09
Cc1cccc(/C=C2\Sc3ccc(C(=O)N4CCC(C(N)=O)CC4)cc3N(C)C2=O)c1
 : i | -1.37
Cc1nc2ccc(NC(=O)CCS(=O)(=O)c3ccc(Cl)cc3)cc2s1
 : i | 1.68
O=C(CSc1nnc(-c2cccnc2)o1)Nc1ccccc1F
 : i | 0.39
CN(C)c1ccc(NC(=O)c2cccc([N+](=O)[O-])c2)c2ccccc12
 : i | 0.42
O=c1onc(-c2ccc(Cl)cc2Cl)n1-c1cccnc1
 : i | -0.54
Cc1cnc(-c2nnc(N(C)C(=O)C3CCCO3)s2)cn1 (stereo unspecified)
 : i | -0.11
CC1CN(C(=O)CSc2nnc(-c3ccccc3)o2)CC(C)O1 (stereo unspecified)
 : i | -1.51
CCCCN(C(=O)CCC(=O)Nc1cc(C)on1)C(C(=O)NC1CCCC1)c1ccc(OC)cc1 (stereo unspecified)
 : i | 0.28
Nc1nnc(-c2ccccc2[N+](=O)[O-])o1
 : i | -0.02
CCc1ccc(-c2cc(C(=O)NCc3ccccn3)c3ccccc3n2)cc1
 : i | 0.2
COc1cc(CN2CCN(c3ccccc3F)CC2)c([N+](=O)[O-])cc1OC
 : i | -1.16
Cc1cc(C)c(S(=O)(=O)NCc2cccnc2)cc1C
 : i | -1
Cn1c(NCc2cc(Br)ccc2O)nc2ccccc21
 : i | 1.08
CCOC(=O)c1ccccc1N/C=C/C(=O)c1cccs1
 : i | 0
Cc1nc(N2CCCC2)c2ccsc2n1
 : i | -0.03
CCc1nnc(SCC(=O)NC2CCCC2)nc1CC
 : i | 0
Cc1ccc(CCNS(=O)(=O)c2cc3c(cc2C)NC(=O)CO3)cc1
 : i | -0.12
CC(C)CC(=O)NCc1ccc(F)cc1
 : i | -0.78
CCOC(=O)c1sc(/N=C/N(C)C)nc1C
 : i | 0.07
CC(C)c1ncc(S(=O)(=O)c2ccc(C(F)(F)F)cn2)c(N)n1
 : i | 0.05
COCC1CCN(C(=O)c2ccc(OC)c(OC3CCN(C(C)C)CC3)c2)CC1
 : i | -0.77
Cc1ccc(S(=O)(=O)Nc2c(C)nc3nc[nH]n3c2=O)c(C)c1
 : i | 0.19
Cc1nc2ccccc2c(=O)n1/N=C/c1ccc(O)cc1O
 : i | 0.01

One compound at a time, from the list above. Values in the order: KCNQ2 inh, Kir21 inh
Entry for `Cc1nc2ccccc2c(=O)n1/N=C/c1ccc(O)cc1O` = i, 0.01
Entry for `O=c1onc(-c2ccc(Cl)cc2Cl)n1-c1cccnc1` = i, -0.54
Entry for `COc1cc(CN2CCN(c3ccccc3F)CC2)c([N+](=O)[O-])cc1OC` = i, -1.16
Entry for `CN(C)c1ccc(NC(=O)c2cccc([N+](=O)[O-])c2)c2ccccc12` = i, 0.42

(listing goes on)
Value order – KCNQ2 inh | Kir21 inh
Cc1cc(C)nc(Oc2ccc(Br)cc2)n1
 : i | 1.94
CCC(C)(C)C(=O)O[C@H]1C[C@@H](C)C=C2C=C[C@H](C)[C@H](CC[C@@H]3C[C@@H](O)CC(=O)O3)[C@H]21
 : i | -1.71
O=C(NCCCN1CCCC1=O)Nc1ccc(Cl)cc1Cl
 : i | 0.6
CC(/C=N/NC(=O)Cc1cccn1C)=C\c1ccccc1
 : i | 0.05
CCCNC1=C(N(C(C)=O)c2cccc(F)c2)C(=O)c2ccccc2C1=O
 : i | 0.13
O=C(CCCN1C(=O)CSc2ncccc21)N1CCN(Cc2ccccc2)CC1
 : i | -1.98
O=C(c1c(Cl)nc2sccn12)N(C(=O)c1c(Cl)nc2sccn12)c1ccc(Cl)cn1
 : i | 2.3
Cc1ccc2c(C(=O)CN3CCN(c4ccccc4)CC3)c(C)[nH]c2c1
 : i | 1.6
O=C(CNC(=O)c1ccco1)OCc1cccc(Cl)c1
 : i | -0.42
C=C(C)Cn1c(N(CCO)Cc2ccccc2)nc2c1c(=O)[nH]c(=O)n2C
 : i | 0.55
CCN1C(=O)CC2(C[N+]3(C)CCC2CC3)C1=O (stereo unspecified)
 : i | 0.01
O=C(O)c1cccc(NS(=O)(=O)/C=C/c2ccccc2)c1
 : i | -1.53
C/C(=N/NC(=O)CNC(=O)c1cccnc1)c1ccccc1
 : i | 1.94
CC(C)(C)CN1C(N)=NC[C@H]1Cc1ccc(O)cc1
 : i | 0
CCOC(=O)N1CCC(N2CCN(S(=O)(=O)c3ccc(Cl)cc3)CC2)CC1
 : i | 0.87
N#CCc1cc2ccc3cccc4ccc(c1)c2c34
 : i | 0.6
Cc1ccc(CS(=O)(=O)CCC(=O)NCCN2CCCCC2C)cc1 (stereo unspecified)
 : i | 0.88
N#C/C(=C\c1ccc[nH]1)C(=O)Nc1ccccc1Cl
 : i | 1.51
CCC(=O)N1CCc2cc(Br)cc(S(=O)(=O)N3CCCC(C(=O)O)C3)c21 (stereo unspecified)
 : i | 1.55
CC(=O)Nc1ccc(S(=O)(=O)Oc2cccc(/C=N/N=C3/NC(=O)C(CC(=O)O)S3)c2)cc1 (stereo unspecified)
 : i | 1.31
CN(CC(=O)Nc1c(Cl)cccc1Cl)C(=O)c1sccc1-c1ccccc1
 : i | -0.94
S=C(NCCc1cccc(Cl)c1)NC1CCCCC1
 : i | -2.42
CCC(C)NC(=O)Nc1ccccc1F (stereo unspecified)
 : i | 1.92
Cc1ccc(N2CC(C(=O)N3CCc4ccccc4C3)CC2=O)cc1 (stereo unspecified)
 : i | 0.47
O=C(/C=C/c1ccccc1)NC(NC(=S)Nc1ccc(C(=O)O)cc1)C(Cl)(Cl)Cl (stereo unspecified)
 : i | 0.68
Cc1ccc(C(=O)COC(=O)CCCC(=O)NC2CCCCC2)cc1[N+](=O)[O-]
 : i | 0.1
O=c1[nH]c2ccccc2cc1CN(Cc1cccnc1)S(=O)(=O)c1ccc(Cl)cc1
 : i | -0.12
COc1ccc(C(CNC(=O)c2ccc(S(=O)(=O)N(C)C)cc2)N2CCCCC2)cc1 (stereo unspecified)
 : i | -0.68
O=C(Cn1c(=O)oc2ccccc21)NCCc1ccccc1Cl
 : i | -0.78
CCO[C@@H]1OC(C(=O)N2CCN(C)CC2)=C[C@H](c2ccc(C(F)(F)F)cc2)[C@H]1CCCO
 : i | 0.01
COc1ccccc1NC(=O)Cc1ccsc1
 : i | 1.4
CC1(C)CN(C(=S)Nc2ccc(F)cc2F)C1=O
 : i | 0.73
O=C(CSc1nnc(CNC(=O)c2cccs2)o1)c1ccc(Cl)cc1
 : i | 0.31
CCN(CC(=O)NCc1ccc(Cl)cc1)C(=O)c1ccc2cc(OC)ccc2c1
 : i | 1.01
N#Cc1ccc(NC(=O)CN2C(=O)NC3(CCCC3)C2=O)cc1
 : i | 0
CCOc1ccc(NC(=O)c2cccnc2SC)cc1
 : i | 0.32
O=C(O)CSCC(=O)NC1CCCc2ccccc21 (stereo unspecified)
 : i | 0.17
Cc1c(C(=O)O)oc2ccc(S(=O)(=O)N3CC(C)CC(C)C3)cc12 (stereo unspecified)
 : i | 0.73
CC(C)(C)C(=O)N1CCN(c2ccc(NC(=O)c3ccc4c(c3)OCCO4)cc2)CC1
 : i | 0
CC1(C)CC(=O)C2=C(C1)NC(=O)NC2c1ccccc1Cl (stereo unspecified)
 : i | -0.31
Cc1cc(C(C)(C)C)cc(S(=O)(=O)Nc2ccc(O)c(C(=O)O)c2)c1C
 : i | -1.06
CCC(C)N(C(=O)COC(=O)CCc1c[nH]c2ccccc12)C1CCS(=O)(=O)C1 (stereo unspecified)
 : i | -0.2
Cc1ccc(CNC(=O)c2cc(-c3ccccc3)nn2CC2CC(c3cccc([N+](=O)[O-])c3)=NO2)cc1 (stereo unspecified)
 : i | 1.46
O=C(c1cccc([N+](=O)[O-])c1)N1CCN(c2ccc(N3CCOCC3)nn2)CC1
 : i | -0.27
CC(=O)Nc1ccc(S(=O)(=O)NCCC(=O)Nc2cc(C)ccn2)cc1
 : i | 0.73
Cn1c(SCC(=O)NNC(=O)Nc2ccccc2)nnc1-c1ccccc1
 : i | -1.95
Cc1ccc(S(=O)(=O)Nc2cc3c4c(c2)C(C)C(=O)N4CCC3)cc1 (stereo unspecified)
 : i | -1.93
CC(=O)c1ccc(OCCCC(=O)NC2CCCc3ccccc32)cc1 (stereo unspecified)
 : i | 0.03
CCN(CC)S(=O)(=O)c1cc(OC)c(Cl)cc1OC
 : i | -2.1
COc1ccc(NC(=O)CSc2nnc(C)c(=O)n2N)cc1
 : i | -0.1
CCOc1ccccc1NC(=O)CSc1ccc2nnc(-c3cccnc3)n2n1
 : i | 0.29
CCOc1ccc(NC(=O)CSc2ccc(-c3ccco3)nn2)cc1
 : i | -0.32
CC(C)Oc1ccc(C(CC(=O)O)c2ccc(F)cc2)cc1 (stereo unspecified)
 : i | 2.49
COc1cc(C(=O)OCC(=O)N2CC(C)OC(C)C2)cc(OC)c1OC (stereo unspecified)
 : i | -0.65
C/C(=N\c1nc2ccccc2n1C)c1cc(Cl)ccc1O
 : i | -0.65
CCN(CC)S(=O)(=O)c1ccc(C(=O)NCC(=O)NCCCc2ccccc2)cc1
 : i | 0.34
CCOC(=O)NCc1ccc(S(=O)(=O)Nc2ccc(C)cc2)cc1
 : i | -1.02
CC1CCN(S(=O)(=O)N2CCCC(C(=O)NCc3ccc(F)cc3)C2)CC1 (stereo unspecified)
 : i | -0.98
CCC(C)[C@H](NC(=O)N1CCCCCC1)C(=O)OC (stereo partly specified)
 : i | 0.68
O=C(COC(=O)CNC(=O)c1ccc(Br)cc1)Nc1nnc(-c2ccccc2)o1
 : i | 0.74

New compounds follow:
Value order – KCNQ2 inh | Kir21 inh
COc1ccc(Nc2nc(NCc3ccco3)nc(N/N=C/c3ccccc3Cl)n2)cc1
 : i | -1.13
CCN(CC)Cc1c(C(=O)N2CCc3ccccc3C2)nc2ccc(Cl)cn12
 : i | 1.14
O=C1CC(N2CCCCC2)C(=O)N1c1ccccc1 (stereo unspecified)
 : i | 1.39
CCn1c(CCNC(=O)c2cccs2)nnc1SCC(=O)Nc1nc(-c2ccccc2)cs1
 : i | -0.66
Cc1onc(-c2c(F)cccc2Cl)c1C(=O)N=C(N)N1CCCC1
 : i | 1.17
O=C(CSc1nc2c(c(=O)n1-c1ccccc1)SCC2)N1CCOCC1
 : i | 0
CCOc1ccc(C(=O)NC2CCN(S(=O)(=O)CC)CC2)cc1
 : i | -0.89
CCOC(=O)c1cnc2cc(F)c(F)cc2c1N1CCOCC1
 : i | -0.87
O=C(c1cccnc1)N1N=C(C2CCCCC2)CC1(O)C(F)(F)F (stereo unspecified)
 : i | 0.46
COc1ccc(NC(=O)c2cccc(F)c2)cc1Cl
 : i | 0.43
O=C1c2ccccc2C(=O)N1Cc1ccco1
 : i | -0.3
COc1cc2c3c(c1)C(C)CC(C)(C)N3C(=O)C2=O (stereo unspecified)
 : i | -0.11
O=C(NC(=S)NCCc1ccccn1)c1ccco1
 : i | 1.9
Cc1ccc(-c2cc3nc(C)cc(NCc4ccco4)n3n2)cc1
 : i | 0.09
O=C(CCCc1cccs1)Nc1ccc2c(c1)OCO2
 : i | -0.67

In the list so far, 3 contain a CF3 group:
Value order – KCNQ2 inh | Kir21 inh
CC(C)c1ncc(S(=O)(=O)c2ccc(C(F)(F)F)cn2)c(N)n1
 : i | 0.05
CCO[C@@H]1OC(C(=O)N2CCN(C)CC2)=C[C@H](c2ccc(C(F)(F)F)cc2)[C@H]1CCCO
 : i | 0.01
O=C(c1cccnc1)N1N=C(C2CCCCC2)CC1(O)C(F)(F)F (stereo unspecified)
 : i | 0.46
